ALOX15 inhib = blocks human 15-lipoxygenase activity; P16050; purified 15hLO-1, xylenol orange hydroperoxide absorbance; Potency, µM (titrated, usually from 57.1 µM), without a hit: at the top dose activity change, negative = inhibition, actives largely listed as inhibitors; 74,000 compounds, 1.4% hits; AID 887; note: potency is the fitted concentration of half-maximal effect; % is set by controls: 0 for no effect and ±100 for the full control effect; nearly all actives have a fitted effect of over 55% in size
Target sequence (P16050 whole entry, looked up): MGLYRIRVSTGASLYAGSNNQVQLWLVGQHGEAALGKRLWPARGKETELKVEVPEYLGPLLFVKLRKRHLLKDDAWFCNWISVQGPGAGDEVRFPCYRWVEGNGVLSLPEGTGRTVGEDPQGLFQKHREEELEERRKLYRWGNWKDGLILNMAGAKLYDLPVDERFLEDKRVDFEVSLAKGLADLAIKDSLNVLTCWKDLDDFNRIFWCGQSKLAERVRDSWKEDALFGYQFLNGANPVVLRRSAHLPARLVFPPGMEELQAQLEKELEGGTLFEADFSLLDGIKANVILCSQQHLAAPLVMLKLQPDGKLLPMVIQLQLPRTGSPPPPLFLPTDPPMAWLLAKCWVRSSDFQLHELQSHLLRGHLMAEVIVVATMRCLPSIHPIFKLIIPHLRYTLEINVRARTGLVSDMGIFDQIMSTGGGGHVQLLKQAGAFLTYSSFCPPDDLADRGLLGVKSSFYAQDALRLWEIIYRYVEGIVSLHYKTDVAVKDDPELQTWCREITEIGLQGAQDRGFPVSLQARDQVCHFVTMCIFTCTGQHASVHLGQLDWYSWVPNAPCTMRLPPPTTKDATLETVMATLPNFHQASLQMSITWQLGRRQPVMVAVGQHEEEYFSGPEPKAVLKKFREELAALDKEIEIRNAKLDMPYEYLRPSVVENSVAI
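Quantitative HTS in 25 mM Hepes pH 7.5 containing 0.01% Triton X-100: human 15hLO-1 at 40 nM, arachidonic acid at 50 uM, 6 min turnover. Product quantified via ferrous oxidation/xylenol orange, 573:405 nm absorbance ratio.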
HADH2 inh = HADH2 (human) dehydrogenase inhibition. Potency, µM (titrated, usually from 57.1 µM), for inactives: at the top dose activity change, negative = inhibition, usual class: inhibitors. recombinant HADH2, NADH fluorescence, beta-hydroxybutyryl-CoA. Q99714. 73,000 compounds, 3.4% hits; note: potency is the fitted concentration of half-maximal effect; % is set by controls: 0 for no effect and ±100 for the full control effect; nearly all actives have a fitted effect of over 60% in size; many of its hits are not listed in these tables
Target sequence (Q99714 whole entry, looked up, one chain of several): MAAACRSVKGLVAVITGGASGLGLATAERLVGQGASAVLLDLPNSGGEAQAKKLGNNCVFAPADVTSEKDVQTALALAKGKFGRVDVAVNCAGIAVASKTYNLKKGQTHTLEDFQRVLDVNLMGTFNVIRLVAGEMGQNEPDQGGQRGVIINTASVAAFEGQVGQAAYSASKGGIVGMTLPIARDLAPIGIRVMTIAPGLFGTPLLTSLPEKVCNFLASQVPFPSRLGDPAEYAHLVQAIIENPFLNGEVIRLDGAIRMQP
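Read-out: 360 nm excitation, 450 nm emission, kinetic over 4 min. Conditions: His-tagged human HADH2 20 nM, pH 9.0 Tris with Tween-20, 1 mM NAD+, 90 uM beta-hydroxybutyryl-CoA.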
BRCT PPI red = inhibitors of human BRCA1 BRCT-phosphoprotein interaction (red fluorophore); 75,000 compounds, 0.03% hits; Potency, µM (highest dose often 76.9 µM), for the others: at the highest dose activity change, negative = inhibition, usual class: inhibitors; BRCT-phosphopeptide binding, red fluorescence polarization; P38398; note: % is set by controls: 0 for no effect and ±100 for the full control effect
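Fluorescence polarization: 100 nM His-tagged BRCA1 BRCT with 100 nM TAMRA-labelled phospho-BACH1 decapeptide, phosphate buffer pH 7.3 with 150 mM NaCl, DTT, 0.01% Tween 20; 12 min RT. Binding inhibition seen as FP decrease.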
USP2a inhib = inhibitors of human ubiquitin-specific protease USP2a; O75604; USP2a enzymatic assay, qHTS inhibition; Potency, µM (titrated, usually from 38.3 µM), for inactives: at the top dose activity change, negative = inhibition, usual class: inhibitors; 60,000 compounds, 0.1% hits; AID 927;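 note: potency is the fitted concentration of half-maximal effect; nearly all actives have a fitted effect of over 60% in size; plate controls were DMSO for no effect and NEM full inhibition control for full effect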
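USP2 core (20nM final) preincubated 30 min RT with compound, then Ub-PLA2 20nM and NBD C6-HPC 20uM final added; buffer 20mM Tris-HCl pH 8.0, 2mM CaCl2. Fluorescence Ex 460/Em 535 read at 0 and 2.5 h; normalized to NEM.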
HEK293 cAMP cs = counter-screen for TSHR agonists: cAMP increase in parental HEK293; parental HEK293 CNG cAMP sensor, membrane potential fluorescence; Potency, µM (doses to about 57.1 µM), without a hit: top-dose activation, actives largely listed as activators; 73,000 compounds, 2.5% hits; note: potency is the fitted concentration of half-maximal effect; % of control where 0% means no effect; nearly all actives have a fitted effect of over 55% in size
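Counterscreen for endogenous-receptor signalling: CNG-channel HEK 293 cells report cAMP rise by membrane depolarization. After 60 min dye equilibration with 100 uM RO 20-1724, compounds incubated 30 min before bottom-read fluorescence at 590 nm.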
DNA Pol III inh = inhibitors of bacterial DNA polymerase III holoenzyme. reconstituted DNA polymerase III holoenzyme replication, biochemical. 71,000 compounds, 0.25% hits. Potency, µM (titrated, usually from 57.1 µM), for inactives: at the highest dose activity change, negative = inhibition. AID 603; note: potency is the fitted concentration of half-maximal effect; % is set by controls: 0 for no effect and ±100 for the full control effect
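Reconstituted *E. coli* holoenzyme (0.35 nM Pol III, 1 nM beta, 154 nM SSB, 2 nM primase) was preincubated with compound for 15 min at RT. Synthesis on 1.4 nM ssM13Gori ran 35 min, then was stopped with PicoGreen/EDTA and read as dsDNA fluorescence.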
Rhodamine autofl = compound autofluorescence in rhodamine spectral region; max dye-equivalent concentration, M; AID 594; 59,000 compounds, 0.05% hits; Rhodamine-region fluorescence, 547/598 nm, Tris buffer; stronger effect = higher value; in the data active = max dye-equivalent concentration above about 11 nM; inconclusive = between about 1.1 nM and that limit
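Intrinsic compound fluorescence, ex 547 / em 598 nm, CCD imager. Tris 100 mM pH 8.0; 15 min RT. Output = rhodamine dye-equivalent concentration at each compound concentration.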
Tau filament bind = binds recombinant human tau filaments. 71,000 compounds, 2% hits. Potency, µM (highest dose often 57.1 µM), without a hit: at the top dose activity change, negative = inhibition. P10636. recombinant tau filaments, thioflavin S fluorescence, 15 h; filaments grown with octadecylsulfate alongside compound;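 note: potency is the fitted concentration of half-maximal effect; % is set by controls: 0 for no effect and ±100 for the full control effect; actives lower thioflavin S fluorescence by blocking filaments or displacing dye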
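Assay mix: 1 uM His-tagged tau, 30 uM sodium octadecylsulfate, thioflavine S dye in HEPES/NaCl/DTT buffer. Compound is added prior to the inducer. Fluorescence after 15 h at 37 C.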
Casp7 inh = allosteric or competitive inhibitors of human caspase-7; P55210; recombinant caspase-7, Ac-DEVD-AFC fluorescence rate; 75,000 compounds, 0.02% hits; Potency, µM (titrated, usually from 57.5 µM), for inactives: top-dose activity change, negative = inhibition, hits mostly inhibitors; AID 889; active = well fitted inhibition curve with a large enough effect in the main read-out, with a control signal flat, not every such curve was filed as active; inconclusive = small, poorly fitted or top-dose-only effect, or a change in a side signal; note: potency is the fitted concentration of half-maximal effect; % of control where 0% means no effect
Casp1 inh = caspase-1 (human) inhibition, allosteric or competitive. 75,000 compounds, 0.03% hits. Caspase-1 enzyme, Ac-WEHD-AFC fluorogenic rate. P29466. Potency, µM (titrated, usually from 57.5 µM), for the others: at the top dose activity change, negative = inhibition, actives largely listed as inhibitors;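 note: potency is the fitted concentration of half-maximal effect; plate controls were vehicle for no effect and no substrate for full effect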
BRCT PPI green = BRCA1 BRCT-phosphoprotein interaction inhibition. P38398. BRCA1 BRCT-phosphopeptide binding, green fluorescence polarization. Potency, µM (top dose mostly 76.9 µM), inactives show at the highest dose activity change, negative = inhibition, usual class: inhibitors. 75,000 compounds, 0.05% hits. AID 875;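 note: potency is the fitted concentration of half-maximal effect; plate controls were peptide without protein for full effect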
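Compounds were incubated for 12 min at room temperature with a complex of 100 nM fluorescein-tagged pBACH1 decapeptide and 250 nM His-tagged BRCT protein. Buffer was phosphate pH 7.3 with EDTA, DTT and Tween 20. Disruption of binding lowers the polarization signal.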
An asterisk follows results filed as active; i = inactive; ? = inconclusive; . = no result given; [ ] = remark or other dose. Unless noted, calls come from the whole dose curve; as a rule, active = well fitted curve in the direction sought with a large enough effect; inconclusive = small, poorly fitted or top-dose-only effect, or another doubt; inactive = no such curve, though single readings can be large; an effect the other way counts as inactive or inconclusive. Some of the compounds tested. The share of hits here may be higher or lower than overall.

SMILES	ALOX15 inhib	HADH2 inh	BRCT PPI red	USP2a inhib	HEK293 cAMP cs	DNA Pol III inh	Rhodamine autofl	Tau filament bind	Casp7 inh	Casp1 inh	BRCT PPI green
CCCS(=O)(=O)N1CCC(C(=O)NC2CCCCC2C)CC1 (stereo not drawn)	6%	1%	-0.4%	9%	7%	0%	i	-7%	0%	2%	-1.4%
CO/N=C(/C)CCC(=O)OC[C@@H]1O[C@H](c2ccccc2)C=C[C@@H]1Oc1ccc(OC)cc1	1%[11.4 µM]	-2%[11.4 µM]	1.1%[15.4 µM]	.	?	.	.	.	1%[11.5 µM]	1%[11.5 µM]	-1.6%[15.4 µM]
CCOC(=O)Cn1ncc(-c2ccccc2)c1N	5%	6%	-2.0%	0%	15%	3%	i	2%	0%	-2%	-1.5%
Cc1cc2nnc(SCC(=O)NCc3ccco3)n2c2ccccc12	1%	14%	-0.6%	-3%	6%	-5%	i	17%	-5%	-1%	-0.1%
COc1ccc(Cl)cc1C(=O)Nc1ccc(NC(=O)c2ccco2)cc1	-14%	?	-0.2%	0%	-2%	2%	.	184%	-2%	-2%	-1.4%
N=C(N)c1ccccc1	10%	11%	-1.2%	1%	-6%	1%	i	-14%	0%	2%	-1.5%
Cc1ccc2c3c1C1(C(=O)N3C(C)(C)CC2C)C(C#N)=C(N)Oc2cc(O)ccc21 (stereo not drawn)	-19%	-4%	0.9%	35%[activator]	11%	-2%	i	3%	-2%	-3%	-3.7%
COc1ccc(COC(=O)N/N=C2/C[C@@H](O)[C@@H](O)[C@@H]3[C@@H]4C(=O)N(c5cccc(Oc6ccccc6)c5)C(=O)[C@H]4CC[C@@H]23)cc1	3%[11.4 µM]	7%[11.4 µM]	-0.8%[15.4 µM]	.	-1%[11.4 µM]	.	.	.	-2%[11.5 µM]	-2%[11.5 µM]	-1.1%[15.4 µM]
COc1ccc2c(c1)OCC(Cc1ccc(O)c(OC)c1)C2=O (stereo not drawn)	?	.	0.8%	34%[activator]	.	.	.	.	-1%	5%	-0.6%[3.08 µM]
COc1c(C(=O)N2CCCC2)ccc2ccccc12	4%	4%	0.3%	0%	8%	-16%	i	-16%	-1%	-1%	0.6%
O=C1CCCC2=C1C(c1ccccc1)C1=C(CCCC1=O)O2	0%[11.4 µM]	-6%[11.4 µM]	-3.2%	-1%[7.66 µM]	4%[11.4 µM]	3%[11.4 µM]	.	-1%[11.4 µM]	1%	-3%	-1.9%
Cc1cc(/C=N/n2cnnc2)c(C)n1-c1cccc(C(=O)O)c1	-2%	-3%	-1.5%	.	7%	.	.	.	-2%	2%	-0.8%
CCCOC(=O)c1ccc(OC(=O)c2ccco2)cc1	0%	-8%	1.0%	-1%	0%	1%	.	18%	0%	-2%	-2.1%
O=C(O)CCCCCN1C(=O)CSC1=S	-2%	-24%	1.2%	1%	13%	-7%	i	7%	-4%	0%	-0.8%
Cc1noc(C)c1CSc1ccccc1C(=O)Nc1nccs1	-18%	10%	1.5%	-6%	15%	1%	i	3%	1%	0%	0.4%
CCc1ccccc1Nc1nc(N)nc(CSCC(=O)c2cc(C)n(C)c2C)n1	-4%	-12%	0.0%	14%	?	-4%	i	-6%	-2%	-2%	0.4%
O=C(CNS(=O)(=O)c1ccc(C(=O)N2CCOCC2)cc1)N1CCOCC1	3%	-14%	-0.8%	-3%	-2%	7%	i	-5%	-2%	0%	-2.5%
COc1ccc(N2C(=O)CCC(C(=O)O)C2c2ccc(F)cc2)cc1 (stereo not drawn)	7%	9%	1.3%	-1%	3%	-3%	i	-6%	0%	0%	-1.1%
Cc1csc(NC(=O)CSc2nnc(C)s2)n1	12%	-13%	-0.3%	-4%	2%	-1%	i	11%	0%	-2%	0.6%
Cc1occc1C(=O)NCc1cccs1	3%	-3%	1.9%	9%	6%	3%	.	10%	1%	-3%	-1.3%
O=C(c1cnsn1)N1CCN(c2ccccn2)CC1	6%	-5%	-1.1%	-3%	-1%	-6%	i	9%	-1%	0%	-2.3%
Cc1cc(C(F)(F)F)c2c(=O)[nH]c(=O)n(Cc3ccccc3)c2n1	-9%	-5%	0.7%	4%	?	-3%	i	-13%	-1%	1%	-0.1%
Cc1ccc(C(=O)CSc2nc3cc(S(=O)(=O)N4CCOCC4)ccc3o2)cc1	?	?	0.3%	9%	?	-6%	i	-4%	7%	-4%	-3.8%
COC(=O)Nc1nnc(Cc2ccc(OC)cc2)s1	3%	-3%	-1.3%	6%	12%	0%	i	-1%	-1%	-1%	-1.9%

Fetched by structure from the entries so far:
SMILES	ALOX15 inhib	HADH2 inh	BRCT PPI red	USP2a inhib	HEK293 cAMP cs	DNA Pol III inh	Rhodamine autofl	Tau filament bind	Casp7 inh	Casp1 inh	BRCT PPI green
CCc1ccccc1Nc1nc(N)nc(CSCC(=O)c2cc(C)n(C)c2C)n1	-4%	-12%	0.0%	14%	?	-4%	i	-6%	-2%	-2%	0.4%
CCCOC(=O)c1ccc(OC(=O)c2ccco2)cc1	0%	-8%	1.0%	-1%	0%	1%	.	18%	0%	-2%	-2.1%
O=C(c1cnsn1)N1CCN(c2ccccn2)CC1	6%	-5%	-1.1%	-3%	-1%	-6%	i	9%	-1%	0%	-2.3%
Cc1csc(NC(=O)CSc2nnc(C)s2)n1	12%	-13%	-0.3%	-4%	2%	-1%	i	11%	0%	-2%	0.6%
Cc1noc(C)c1CSc1ccccc1C(=O)Nc1nccs1	-18%	10%	1.5%	-6%	15%	1%	i	3%	1%	0%	0.4%

The results go on:
SMILES	ALOX15 inhib	HADH2 inh	BRCT PPI red	USP2a inhib	HEK293 cAMP cs	DNA Pol III inh	Rhodamine autofl	Tau filament bind	Casp7 inh	Casp1 inh	BRCT PPI green
Clc1cccc(-c2nnc3sc(-c4ccc5c(c4)OCO5)nn23)c1	?	?	0.6%	14%	7%	-4%	i	14%	0%	-1%	-3.0%
COc1ccc(-c2csc(NC(=O)Cn3nc(C)cc3C)n2)cc1	-7%	4%	1.0%	11%	5%	-7%	i	-22%	0%	0%	-4.9%
NC12CC3CC(C1)CC(O)(C3)C2	22%	-6%	0.1%	-2%	-4%	-2%	i	-12%	0%	-1%	-2.4%
COc1ccc(/C=N/c2nc3ccccc3n2C)cc1OC	-3%	-2%	-0.4%	-1%	-3%	1%	i	-1%	0%	0%	-1.8%
COc1ccc(C2CC(c3cccc(C)c3)n3nc(N)nc3N2)cc1 (stereo not drawn)	4%	2%	1.4%	.	2%	1%	.	-15%	-2%	-1%	-1.3%
CC(C)c1nc2sc3c(NCc4ccco4)ncnc3c2c2c1COC(C)(C)C2	-3%	-3%	0.3%	-6%	4%	-8%	i	-6%	0%	-1%	-1.2%
CC(C)C(=O)N[C@H]1CCCN1C(=O)/C=C\c1ccccc1	5%[11.4 µM]	-7%[11.4 µM]	1.3%[15.4 µM]	.	1%[11.4 µM]	.	.	.	-1%[11.5 µM]	-8%[11.5 µM]	0.1%[15.4 µM]
Cc1ccc2c(c1)[C@H]1OCC[C@H]1[C@@H](c1ccncc1)N2	7%	5%	0.4%	.	-2%	0%	.	-10%	0%	0%	-0.7%
O=C(CN(c1ccccc1)S(=O)(=O)c1ccc(F)cc1)N1CCCCCC1	0%	1%	-1.5%	1%	17%	4%	i	-3%	0%	-3%	-1.6%
CCN(CC)C(=O)c1ccc(O)c(OC)c1	3%	6%	-1.9%	-1%	-1%[25.6 µM]	-6%[25.6 µM]	i	6%[25.6 µM]	0%	0%	-3.2%
C=CCNC(=O)CSc1ccc(Cl)cc1	11%	2%	1.6%	4%	4%	-6%	i	-5%	1%	0%	0.7%
